# Source: PubChem
# GLP-1R agonist: GLP-1 receptor (human) agonism; Potency, µM (titrated, usually from 45.6 µM), inactives show at the highest dose activation, actives largely listed as activators; HEK293 GLP-1R CRE-luciferase, luminescence, 4-6 h; cells express a hypersensitive GLP-1R form; AID 624172; 380,000 tested, 0.007% active; note: potency is the fitted concentration of half-maximal effect; % of control where 0% means no effect
# Target sequence (P43220 whole entry, looked up): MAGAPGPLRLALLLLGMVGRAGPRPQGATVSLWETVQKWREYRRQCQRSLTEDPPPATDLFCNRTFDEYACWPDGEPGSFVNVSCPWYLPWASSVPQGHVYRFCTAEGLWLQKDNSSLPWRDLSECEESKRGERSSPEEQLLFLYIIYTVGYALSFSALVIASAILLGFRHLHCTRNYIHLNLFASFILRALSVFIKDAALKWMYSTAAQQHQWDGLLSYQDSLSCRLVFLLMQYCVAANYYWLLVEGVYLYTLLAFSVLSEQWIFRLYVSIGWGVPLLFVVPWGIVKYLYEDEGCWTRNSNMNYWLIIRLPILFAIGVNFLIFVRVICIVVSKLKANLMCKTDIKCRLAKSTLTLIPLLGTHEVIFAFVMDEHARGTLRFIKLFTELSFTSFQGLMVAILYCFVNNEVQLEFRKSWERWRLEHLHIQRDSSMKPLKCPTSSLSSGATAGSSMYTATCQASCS
# FUS suppressor: suppressors of FUS proteinopathy in yeast | Potency, µM (doses to about 76.6 µM), for inactives: at the highest dose growth rescue (activation), hits mostly activators | AID 1347120 | S. cerevisiae FUS-expressing, growth rescue, OD600, 24 h | 390,000 tested, 0.24% active;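 note: potency is the fitted concentration of half-maximal effect; plate controls were DMSO vehicle for no effect and reference control for full effect; nearly all actives have a fitted effect of over 55% in size; some results filed as inactive show a strong effect at the top dose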
#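 Quantitative HTS measuring growth restoration of FUS-toxic yeast. Galactose-induced cells (OD 0.005) were exposed 24hr at 30C to compounds at several concentrations, then absorbance at 600 nm was recorded.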
# Abeta yeast res: compounds reversing amyloid beta toxicity in yeast; 410,000 tested, 0.063% active; yeast expressing A-beta42, growth rescue, OD600, 48 h; response scale: 0% DMSO, 100% iron-clioquinol control; Potency, µM (doses to about 46.1 µM), without a hit: at the top dose growth rescue, hits mostly activators; note: potency is the fitted concentration of half-maximal effect; nearly all actives have a fitted effect of over 55% in size
#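 Growth rescue measured by 600 nm absorbance after 48 h yeast culture at 30 C with compound. Values normalized between DMSO and an equimolar ferric chloride plus clioquinol control.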
# PTHR1 agonist: PTHR1 (human) receptor agonism | HEK293 GP2 PTHR1 cells, GloSensor cAMP luminescence, 1 h | Potency, µM (top dose mostly 115 µM), for the others: top-dose activation, actives largely listed as activators | AID 743266 | 410,000 tested, 0.075% active | Q03431; note: potency is the fitted concentration of half-maximal effect; nearly all actives have a fitted effect of over 55% in size; some results filed as inactive show a strong effect at the top dose; inactives centre near -15; many of its hits are not listed in these tables
#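 HEK-293-derived GP2 cells expressing PTHR1 and a GloSensor cAMP reporter, 3,000/well, plated overnight, given luciferin plus IBMX (each 0.5 mM as added) for 1 h at 37 °C, then compound for 1 h at 37 °C. Luminescence was read after 15 min at room temperature.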
# Akt phos inh: Akt phosphorylation inhibition; Neuro2A IGF-stimulated pAkt S473 HTRF, 20 min; hits give low values; activity change, % for hits at 50 µM; 360,000 tested, 0.32% active; in the data active = activity change below about -80%; inconclusive = mostly about -51% to -80%; note: % is set by controls: 0 for no effect and ±100 for the full control effect
#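 Neuro2A cells (4,500/well, DMEM with 0.5% FBS) were treated with compound at a single 50 µM final concentration, stimulated with 6 nM IGF for 20 min at 37 °C, and lysed. Phospho-Akt Ser473 was read by HTRF as 665/615 ratio ×10^4.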
# TDP-43 yeast inh: rescues yeast growth from TDP-43 toxicity; 410,000 tested, 1.8% active; TDP-43 expressing yeast growth rescue, BacTiter-Glo, 24 h; Potency, µM (titrated, usually from 46.1 µM), for the others: top-dose growth rescue (activation), actives largely listed as activators; AID 652104; note: potency is the fitted concentration of half-maximal effect; % of control where 0% means no effect; nearly all actives have a fitted effect of over 50% in size
#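 Yeast expressing TDP-43 (pregrown in raffinose, seeded at OD600=0.02 in galactose medium) exposed to compounds 24 hr at 30 deg C. Growth read by BacTiter-Glo luminescence; rescue of toxicity appears as increased signal.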
# GLP-1R inv ag: acts as inverse agonist at human GLP-1 receptor. Potency, µM (top dose mostly 38.3 µM), without a hit: at the top dose activity change, negative = inhibition, most hits filed as inhibitors. AID 624417. P43220. 410,000 tested, 1.6% active. HEK293 GLP-1R CRE-luciferase, luminescence, 24 h; GLP-1R form is constitutively active; note: potency is the fitted concentration of half-maximal effect; % is set by controls: 0 for no effect and ±100 for the full control effect; nearly all actives have a fitted effect of over 55% in size
#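 Seeding at 200 cells/uL, 12 h culture, 24 hr compound treatment, then luciferase reagent and a luminescence read; cells are HEK293 stably expressing a constitutively active GLP-1R plus cAMP-responsive luciferase.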
# D3 antag: blocks the human D3 dopamine receptor; D3R cells, DiscoveRx beta-arrestin luminescence, antagonist mode; hits give low values; max response, negative = inhibition, %; 360,000 tested, 2.5% active; in the data active = max response below about -50%; inconclusive = no clear call, values can overlap the other calls; note: % is set by controls: 0 for no effect and ±100 for the full control effect; mostly tested at two doses, the higher about 12 µM
# Target sequence (P35462 whole entry, looked up): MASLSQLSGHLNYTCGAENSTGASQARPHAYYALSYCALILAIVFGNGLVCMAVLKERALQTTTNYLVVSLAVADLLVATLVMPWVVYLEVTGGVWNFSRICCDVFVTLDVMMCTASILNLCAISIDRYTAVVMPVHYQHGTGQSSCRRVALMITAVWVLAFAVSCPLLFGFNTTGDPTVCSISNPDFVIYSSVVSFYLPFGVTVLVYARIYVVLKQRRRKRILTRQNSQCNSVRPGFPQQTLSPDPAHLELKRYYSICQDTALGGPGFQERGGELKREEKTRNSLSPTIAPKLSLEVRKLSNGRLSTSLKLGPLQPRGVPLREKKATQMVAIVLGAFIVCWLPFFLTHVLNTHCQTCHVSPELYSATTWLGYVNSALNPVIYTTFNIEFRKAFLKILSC
#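 Cells plated overnight at 1500 cells/well, then exposed to library compounds with dopamine controls for 90 minutes at 37 degrees C. DiscoveRx reagent added for 30–60 minutes at room temperature; luminescence read, quantitative HTS format.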
# aSyn rescue: alpha-synuclein toxicity inhibition in yeast | Yeast expressing alpha-synuclein, growth rescue, BacTiter-Glo, 24 h | Potency, µM (top dose mostly 46.1 µM), for the others: at the top dose growth rescue (activation), hits mostly activators | 370,000 tested, 0.14% active | AID 652106; note: potency is the fitted concentration of half-maximal effect; % of control where 0% means no effect; nearly all actives have a fitted effect of over 65% in size
#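 Readout is rescue of growth in alpha-synuclein-expressing yeast, so inhibitors of toxicity appear as activators. Growth after 24 hr at 30 deg C in galactose medium is quantified by luminescence.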
# Numbers without * were called inactive; i = inactive; ? = inconclusive; nt = not tested or not shown; & = joins results of further samples; [ ] = remark or other dose. Unless noted, calls come from the whole dose curve; as a rule, active = well fitted curve in the direction sought with a large enough effect; inconclusive = small, poorly fitted or top-dose-only effect, or another doubt; inactive = no such curve, though single readings can be large; an effect the other way counts as inactive or inconclusive.
SMILES,GLP-1R agonist,FUS suppressor,Abeta yeast res,PTHR1 agonist,Akt phos inh,TDP-43 yeast inh,GLP-1R inv ag,D3 antag,aSyn rescue
N#Cc1ccc(NCC(=O)Nc2ccc(S(=O)(=O)N3CCCCC3)cc2)cc1,-2%,0%,-8%,i,i,2%,?,23,-3%
CCOC(=O)c1ccccc1NC(=O)c1cccc2c1C(=O)N(C1CCN(C(=O)OCC)CC1)C2,-2%,-2%,3%,0%,i,12%,5%,15,-2%
O=C(O)CCCNC(=O)C(c1ccccc1)c1ccccc1,1%&1%,19%&9%,-5%&-5%,i,i,8%&-8%,7%&-2%,-17&-10,-9%&3%
CNS(=O)(=O)Cc1ccc2[nH]cc(CCN(C)C)c2c1,7%&-2%&0%,-14%&-19%,-22%&-9%,i,i,15%&0%,9%&11%,0&43,22%&2%
COc1cc(OC)nc(NC(=S)NC(=O)c2ccccc2)n1,5%,nt,18%,-8%,i,16%,24%,9,-1%
O=C(NCCCN1CCOCC1)c1ccc2c(c1)N(Cc1cccc(Cl)c1)C(=O)c1ccccc1S2=O (configuration not stated),6%,7%,10%,-16%,i,7%,?,-6,1%
COCC(=O)N(Cc1cc2ccc(C)cc2[nH]c1=O)c1ccccc1C,-2%,25%,17%,-43%[inhibitor],i,1%,-1%,9,7%
COc1ccc(S(=O)(=O)N(CC(=O)NCc2ccco2)c2ccccc2)cc1OC,3%,10%,5%,i,i,-5%,14%,16,3%
O=C(Cn1nnc(-c2ccccc2)n1)N/N=C/c1cccc([N+](=O)[O-])c1,0%,32%,-12%,-26%,i,-10%,0%,7,2%
CC(NC(=O)c1cccs1)C(S)c1ccccc1 (configuration not stated),-3%,25%,2%,-12%,i,nt,?,-10,0%

# Structures from the list above that have an aryl methoxy group, in the order listed:
SMILES,GLP-1R agonist,FUS suppressor,Abeta yeast res,PTHR1 agonist,Akt phos inh,TDP-43 yeast inh,GLP-1R inv ag,D3 antag,aSyn rescue
COc1cc(OC)nc(NC(=S)NC(=O)c2ccccc2)n1,5%,nt,18%,-8%,i,16%,24%,9,-1%
COc1ccc(S(=O)(=O)N(CC(=O)NCc2ccco2)c2ccccc2)cc1OC,3%,10%,5%,i,i,-5%,14%,16,3%

# New compounds follow:
SMILES,GLP-1R agonist,FUS suppressor,Abeta yeast res,PTHR1 agonist,Akt phos inh,TDP-43 yeast inh,GLP-1R inv ag,D3 antag,aSyn rescue
O=C(CCNC(=O)c1ccc(Br)cc1)NNC(=O)COc1ccccc1F,6%,nt,9%,i,i,6%,-9%,-19,-10%
O=C(NCc1ccco1)C1Cc2ccccc2CN1S(=O)(=O)c1ccccc1F (configuration not stated),1%,33%,10%,-55%[inhibitor],i,7%,0%,?,-2%
COc1cc(Cn2c(-c3ccc(O)c(OC)c3)nc3ccccc32)ccc1O,30%,16%,-23%,-24%,i,-21%,-2%,-14,-11%
CCOC(=O)C1CCN(S(=O)(=O)c2ccc(-c3cc(C(F)(F)F)n(C)n3)s2)CC1,11%,11%,17%,-63%[inhibitor],i,-17%,?,-7,-8%
CCN1C(=O)CC(N2CCOCC2)C1=O (configuration not stated),-8%,-9%,16%,i,i,9%,6%,10,-2%
CNC(=O)CN1C(=O)COc2ccc(S(=O)(=O)N3CCC(C)CC3)cc21,-1%,-6%,-13%,36%,nt,6%,4%,nt,4%
CN(C)S(=O)(=O)N1CCC(Oc2ccc(C(=O)NCc3cnn(C)c3)cc2)CC1,5%,-20%,-4%,-14%,i,-8%,19%,0,-1%
CCOc1ccccc1NC(=O)N1CCc2ccccc2C1,9%,1%,9%,i,i,23%,?,-1,-2%
COC(=O)c1c(N)n(-c2ccc(NC(C)=O)cc2)c2nc3ccccc3nc12,6%,-5%,2%,i,i,-5%,19%,0,-6%
S=C(NCc1ccco1)N1CCN(c2cccc(Cl)c2)CC1,-1%,5%,13µM*,-12%,i,23%,?,3,1%
Cc1cc(C)c(C(=O)COC(=O)c2nn(C)c(=O)c3ccccc23)cc1C,2%,-6%,-3%,i,i,19%,3%,58,-2%
O=C(Nc1ccc(F)cc1)c1ccc(Br)c(S(=O)(=O)N2CCOCC2)c1,20%,-5%,-9%,-94%[inhibitor],i,-4%,?,-3,-8%
CSc1nnc2c(n1)OC(c1ccc(C(=O)O)cc1)N(C(C)=O)c1ccccc1-2 (configuration not stated),-5%,-10%,0%,1%,i,3%,3%,40,0%
Cn1ncc([N+](=O)[O-])c1C(=O)N1CCCCCC1,-1%,5%,-10%,-2%,i,19%,-15%,-9,-1%
CCC(=O)Nc1nc2c(OC)ccc(C)c2s1,4%,-25%,?,-20%,i,0%,1%,24,8%
Cc1cccc(-n2ccc(=O)c(C(=O)O)n2)c1,3%,6%,1%,-7%,i,-13%,19%,-17,-13%
C/C(=N/NC(=O)c1ccc2c(c1)OCCO2)c1ccc([N+](=O)[O-])cc1,3%,4%,6%,-2%,i,-17%,4%,1,-5%
COc1ccc(CCNC(=O)[C@H](C)NC(=O)N2CCn3c2nc2ccccc23)cc1OC,-2%,-16%,2%,i,i,-6%,-3%,2,3%
CC(C)CC(NC(=O)OC(C)(C)C)c1cn([C@@H](CCC(=O)OC(C)(C)C)C(=O)N2CCN(C(=O)OC(C)(C)C)CC2)nn1 (some centres not stated),-5%,26%,9%,i,i,-2%,1%,4,8%
Cc1cccc(Cn2c(C(C)O)nc3ccccc32)c1 (configuration not stated),10%,-17%,2%,?,i,11%,?,-1,0%
COc1cc(NC(=O)[C@@H]2CCCN2S(=O)(=O)c2cccc3cccnc23)cc(OC)c1OC,6%,7%,3%,i,i,15%,21%,2,-1%
CC(C)(C)OC(=O)CNC(=O)c1[nH]cnc1C(=O)N[C@@H](Cc1ccccc1)C(=O)OCc1ccccc1,5%,?,8%,-1%,i,13%,?,17,5%
CC1CCC(NC(=O)CN2CCCN(Cc3ccc(F)cc3Cl)C2=O)CC1 (configuration not stated),3%,54%,2%,-25%[57.5 µM],i,-9%,?,-15,-3%
CCOC(=O)C1(Cc2ccccc2)CCCN(Cc2ccc(OCC)c(CO)c2)C1 (configuration not stated),8%,16%,8%,i,i,-21%[0.397 µM],?,-4,-11%
C#C[C@]1(O)CC[C@H]2[C@@H]3CCc4cc(OC)ccc4[C@H]3CC[C@@]21C,11%&-5%,-41%,-3%,-4%,i,25%,2%,79,3%
CCN(CCn1cccn1)Cc1ccccc1OCC(O)CN1CCc2ccccc2C1 (configuration not stated),-2%,-10%,-2%,i,i,-1%,?,-58*,-1%
CCc1nn(CCCC(=O)NCc2ccc(OC)c(OC)c2)c(=O)c2cc3occc3n12,nt,-1%,-14%,-22%,nt,10%,24%,nt,nt
CCC(Oc1ccccc1)C(=O)N1CCN(C(=O)C(CC)Oc2ccccc2)CC1 (configuration not stated),-2%,15%,16%,i,i,-26%,10%,-9,-2%
COc1ccc(C(=O)Nc2ccccc2C(=O)O)cc1NC(=O)C(c1ccccc1)c1ccccc1,-4%,2%,-11%,-23%,i,14%,?,8,4%
O=C(CN1CCN(S(=O)(=O)c2ccc(F)cc2)CC1)Nc1ccccc1C(=O)NC1CC1,13%,8%,-3%,-1%,i,12%,-10%,18,11%
Cc1onc(-c2ccccc2Cl)c1C(=O)Nc1nnc(-c2ccc(Cl)cc2Cl)s1,7%,31%,10%,-41%[inhibitor],i,0%,13%,0,4%
CCS(=O)(=O)c1ccc(C(=O)NC2CC2)c(Cl)c1Cl,2%,0%,-10%,35%,i,-14%,13%,?,-6%
Cn1c(COc2ccccc2)nnc1SCCSc1nnc(COc2ccccc2)n1C,-3%,8%,7%,i,i,-15%,6%,11,11%
CCN(CC)c1ccc(NS(=O)(=O)c2ccc(-c3ccc(=O)[nH]n3)o2)c(C)c1,4%,-6%,-23%,-9%,nt,3%,0%,0,-11%
COc1ccc(C(OC(=O)c2ccco2)C(=O)NC2CCCC2)cc1OC (configuration not stated),2%,-12%,5%,-2%,i,-4%,2%,11,0%
CCOc1ccc(N(CC(=O)Nc2cccc(C)c2C)S(=O)(=O)c2c(C)[nH]c(=O)[nH]c2=O)cc1,0%,6%,1%,-14%,i,3%,3%,-3,-2%
COc1ccccc1-c1cnc(C(O)c2ccc(F)c(C)c2)[nH]1 (configuration not stated),-5%,7%,7%,-34%,i,15%,-12%,16,1%
COc1cccc(/C=N/NC(=O)NC23CC4CC(CC(C4)C2)C3)c1O,7%,30%,-10%,-33%,i,22%,?,-62*,3%
Cc1ccccc1NC(=O)/C(=C\c1cccs1)NC(=O)c1ccccc1,-5%,25%,14%,-58%[inhibitor],i,-3%,-11%,-54*,-2%
CCOC(=O)C1CCN(C(=O)CCNC(=O)c2cc(OC)c(OC)c(OC)c2)CC1,-3%,15%,2%,-11%[57.5 µM],i,-11%,-1%,31,2%
COc1ccc(-n2ncc(C(=O)N3CCN(Cc4ccccc4)CC3)c2C2CCN(C(=O)OC(C)(C)C)CC2)cc1,nt,21%,-9%,i,nt,9%,1%,nt,nt
COc1ccc(C(=O)NCCCN2CCOCC2)cc1,-5%,-26%,-3%,i,i,19%,23%,18,1%
CCN(CC)S(=O)(=O)c1ccc(OCC(=O)NC(=O)c2ccccc2OC)c([N+](=O)[O-])c1,-3%,11%,4%,-21%,i,15%,21%,13,7%
CC1CCCC(C)N1C(=O)COc1cccc(Oc2ccccc2)c1 (configuration not stated),4%,nt,-6%,-23%,i,?,?,19,10%

# A portion of the library; rates above refer to the full screens.
